Screening results from PubChem BioAssay.
Diaph act CS – counter-screen for diaphorase-based assays: diaphorase activators and chemical reducers; Diaphorase/resazurin coupled assay, resorufin fluorescence, 16 min; active compounds read high; 1 = vehicle wells, 0 = NADH-free wells; activation factor at 20 µM; hit rate 0.005% among 190,000; AID 1229;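 active = diaphorase activity raised at least twofold by the compound at 20 µM; inactive = activation factor below 2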
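System – purified diaphorase enzyme from Clostridium kluyveri · Input – enzyme 0.07 U/mL final · Also added – final NADH 0.114 mM, resazurin 0.1 mM · Measured by – fluorescence of resorufin, 544 nm excitation, 590 nm emission · Timing – 16 min enzyme reaction, ambient temperature · Measure – resorufin increase flagging diaphorase activators or reducers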
FLuc stim CS – affects firefly luciferase, flagging false hits in luciferase stimulation screens; AID 1027; P08659; 200,000 tested, under 10 active; ATPlite luciferase biochemical, luminescence, 10 min; 0 = ATP-free wells, 1 = DMSO control; activation factor at 10 µM;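 active = luciferase activation factor, scaled between plate controls, of at least 2 with compound at 10 µM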
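Material: Luciferase/luciferin reagent mix | Doses: Test compounds dosed from 2 mM stocks in 100% DMSO | Timing: 10 min incubation after luciferase reagent addition, room temperature | Measured by: Luminescence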
TNAP inh noacc – blocks human TNAP activity with no phosphate acceptor present. purified TNAP, CDP-star luminescence, 30 min. inhibition, % at 20 µM. hit rate 0.26% among 200,000;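 active = tissue-nonspecific alkaline phosphatase inhibition above about 50% at 20 µM in the single-dose screen, limit read from the data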;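 note: 0% = DMSO negative control and 100% = EDTA positive control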
Target sequence (P05186 whole entry, looked up): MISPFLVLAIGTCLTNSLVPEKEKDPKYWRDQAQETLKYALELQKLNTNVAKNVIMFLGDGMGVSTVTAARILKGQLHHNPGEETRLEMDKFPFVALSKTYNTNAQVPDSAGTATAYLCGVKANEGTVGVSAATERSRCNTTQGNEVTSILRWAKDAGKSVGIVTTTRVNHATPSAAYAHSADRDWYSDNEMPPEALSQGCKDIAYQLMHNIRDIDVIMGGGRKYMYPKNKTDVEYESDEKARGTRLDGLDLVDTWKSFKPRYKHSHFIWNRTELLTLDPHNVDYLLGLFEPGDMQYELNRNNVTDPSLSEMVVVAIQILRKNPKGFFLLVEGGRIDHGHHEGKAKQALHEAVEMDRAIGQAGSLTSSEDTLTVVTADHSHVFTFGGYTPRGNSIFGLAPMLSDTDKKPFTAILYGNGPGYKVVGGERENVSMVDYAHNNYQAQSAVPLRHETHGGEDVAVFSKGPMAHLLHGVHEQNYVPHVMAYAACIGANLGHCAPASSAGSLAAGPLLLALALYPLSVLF
TNAP inh hi DEA – blocks human TNAP under high phosphate acceptor concentration. P05186. purified TNAP, CDP-star luminescence, 1 M DEA. inhibition, % at 20 µM. hit rate 0.03% among 200,000. AID 1135;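 active = over 50% inhibition of tissue-nonspecific alkaline phosphatase at 20 µM in the single-dose screen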;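 note: plate controls were DMSO wells for no effect and EDTA-quenched wells as full inhibition for full effect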
PMI act satM6P – activators of human phosphomannose isomerase at near-saturating mannose 6-phosphate; coupled PMI enzyme assay, resazurin fluorescence, 20 min; active compounds read high; 1 = untreated enzyme, 0 = substrate-free blank; hit rate 0.34% among 190,000; P34949; AID 1216; activation factor at 20 µM;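 active = activation factor of 2 or more at 20 µM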
Target sequence (P34949 whole entry, looked up): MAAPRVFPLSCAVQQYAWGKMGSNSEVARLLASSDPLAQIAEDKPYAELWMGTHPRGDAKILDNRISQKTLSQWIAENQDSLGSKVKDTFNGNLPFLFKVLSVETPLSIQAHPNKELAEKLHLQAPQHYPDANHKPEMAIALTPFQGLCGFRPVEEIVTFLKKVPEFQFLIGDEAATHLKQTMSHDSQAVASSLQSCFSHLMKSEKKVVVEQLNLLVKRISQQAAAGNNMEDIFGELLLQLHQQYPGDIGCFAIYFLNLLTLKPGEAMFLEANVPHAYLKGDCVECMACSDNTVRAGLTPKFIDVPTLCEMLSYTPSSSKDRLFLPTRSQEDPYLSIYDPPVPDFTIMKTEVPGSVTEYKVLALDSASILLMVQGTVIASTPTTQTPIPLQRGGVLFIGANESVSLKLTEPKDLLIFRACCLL
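Test system: human phosphomannose isomerase with PGI, G6PDH, diaphorase coupling enzymes; Amount: PMI at 15 ng/mL final; Reagent: Mannose-6-phosphate 1.0 mM (near-saturating) plus 0.22 mM NADP+; Timing: 20 min, room temperature; Technique: resorufin fluorescence at Ex 544/Em 590 nm; Dosing: 20 µM single dose.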
TNAP act hiacc – TNAP (human) activation, high acceptor. 200,000 tested, under 10 active. purified TNAP, CDP-star luminescence, 1 M DEA, 30 min; active compounds read high; 0 = EDTA background, 1 = DMSO-only activity. P05186. activation factor at 20 µM;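 active = activation factor at least 2 at 20 µM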
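system = human TNAP | amount = enzyme diluted 1/800 final | reagent = 100 µM CDP-star substrate | signal = luminescent substrate turnover signal | dosing = one dose, 20 µM | benchmarks = EDTA negative control, DMSO positive control | measure = activation factor | timing = 30 min reaction, room temperature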
PMI activator – activators of human phosphomannose isomerase. purified human PMI, coupled resazurin fluorescence, 20 min; active compounds read high; 1 = vehicle control, 0 substrate-free wells. activation factor at 20 µM. hit rate 0.005% among 190,000. AID 1214;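 active = activation factor of 2 or more at 20 µM, relative to plate controls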
Diaphorase inh – inhibits diaphorase or chemically oxidizes, flagging diaphorase assay artifacts | hit rate 0.69% among 190,000 | diaphorase resazurin-to-resorufin fluorescence, NADH, 16 min; bacterial (C. kluyveri) enzyme, not human | inhibition, % at 20 µM;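 active = primary screen inhibition at 20 µM above a set limit, cut at about 50% in these data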;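 note: plate controls were DMSO with full reaction for no effect and wells lacking NADH for full effect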
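Detection: fluorescence of resorufin formed from resazurin, Ex 544/Em 590 nm; test system: Clostridium kluyveri diaphorase enzyme; amount: 0.14 U/mL diaphorase, enzyme working solution; times: 16-min room-temperature incubation before reading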
HMGR II inh – blocks class II HMG-CoA reductase of Enterococcus faecalis; purified E. faecalis HMGR, NADPH absorbance 340 nm kinetic; inhibition, % at 10 µM; hit rate 0.41% among 190,000; AID 1066;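 active = inhibition above a set limit, the median over all tested compounds plus 3 SD, cut at about 9.5% in these data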;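 note: enzyme runs in reverse so mevalonate oxidation gives rising NADPH absorbance; 0% = complete reaction with DMSO and 100% = background rate lacking mevalonate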
G6PDH counter – inhibits Leuconostoc G6PDH, flagging false hits in G6PDH-based assays; hit rate 0.12% among 200,000; Purified L. mesenteroides G6PDH, diaphorase/resazurin coupled fluorescence, 45 min; inhibition, % at 5 µM; AID 1020; in the data active = inhibition above about 50%
* marks the source's active call; other numbers are inactive results.

no.	molecule	Diaph act CS	FLuc stim CS	TNAP inh noacc	TNAP inh hi DEA	PMI act satM6P	TNAP act hiacc	PMI activator	Diaphorase inh	HMGR II inh	G6PDH counter
1	CC1CCN(c2ccc(NC(=O)c3ccccc3[N+](=O)[O-])cc2)CC1	1	1	-8	-2	1	1	1	-2	-3	9
2	COc1ccc(C2CC(c3ccccc3)=NN2c2ccc(Cl)c(C(=O)O)c2)cc1 (stereo unspecified)	1	0.9	-23	-6	1	1.1	1.2	0	-3	12
3	CCOC(=O)CC1C(=O)NCCN1S(=O)(=O)c1ccc(Br)cc1 (stereo unspecified)	0.9	1.1	-7	-2	1	1	0.9	8	-2	6
4	N#CC1=C(N)Oc2n[nH]c(-c3ccccc3)c2C1c1cccc(OC(=O)N2CCOCC2)c1 (stereo unspecified)	0.7	1.1	21	-8	0.9	1.1	1	26	3	9
5	COc1ccc(C2CC2/C(=N/O)c2ccccc2)cc1 (stereo unspecified)	0.8	0.9	-7	-5	0.9	1.1	0.9	16	-10	4
6	CCOc1ccc(S(=O)(=O)NC(C)C)cc1C(N)=O	1.1	1.1	-10	-7	1	1.1	1	-10	0	19
7	COC(=O)CC(=O)CSc1nc2c(cc1C#N)CCCCC2	0.8	0.8	-9	0	0.9	1	0.9	20	1	3
8	O=C(CCc1c[nH]c2ccccc12)N1CCN(c2ccc(O)cc2)CC1	0.8	1	-4	-3	0.5	1	0.8	16	0	8
9	Cc1cc(C)nc(N(C#N)CC(=O)Nc2ccccc2)n1	0.8	1	-9	-5	1	1.1	1	18	-2	4
10	CCOc1ccccc1C1C2C(=O)N(c3ccccc3)C(=O)C2ON1c1ccccc1 (stereo unspecified)	0.7	1	-2	1	0.8	1	0.8	33	-4	5
11	O=C(CCN1C(=O)c2ccccc2C1=O)Nc1ccc(F)cc1F	0.9	1.1	-24	-8	1	1.1	0.9	14	-8	2
12	CC(C)Oc1cccc(C(=O)Nc2ccc(NC(=O)c3ccco3)cc2)c1	0.9	1	-6	-3	0.9	1	1	10	0	11
13	Cc1ccc(-c2ccc(C)c(N)c2C)c(C)c1N	0.9	1.1	-5	-4	0.8	1	1	10	3	-4
14	CC(=O)c1ccc(NC2=C(N3CCOCC3)C(=O)c3ccccc3C2=O)cc1	0.9	1.1	-2	-7	1.5	1.1	1.5	6	0	33
15	COc1ccc(CN2CCNC(=O)C2CC(=O)NCCC2=CCCCC2)cc1OC (stereo unspecified)	1	1	-14	-8	0.8	1.1	1	3	0	6
16	S=c1[nH]nc(-c2ccccc2Cl)n1CC1CCCO1 (stereo unspecified)	1	1	-1	-3	1	1	1	-3	-10	5
17	CNc1ccccc1C(=O)OCC(=O)c1ccc(F)cc1	0.9	0.6	-11	-3	1.4	1	1.4	10	2	8
18	CCCS(=O)(=O)N1CCC(C(=O)NCCc2ccc(C)cc2)CC1	1	1.1	-13	-1	1	1	1	4	0	-3
19	C#CCOCCOCCOCCNc1nc(N2CCN(C(=O)[C@H](Cc3ccc(O)cc3)n3cc([C@@H](N)C(C)CC)nn3)CC2)nc(N2CCN(C(=O)[C@H](CCCCN)n3cc([C@@H](N)CO)nn3)CC2)n1 (stereo partly specified)	1.2	1.1	-11	-9	1.1	1.1	1.1	-15	0	12
20	CC1CCCN(C(=O)CNC(=O)Cn2ccc3ccccc3c2=O)C1 (stereo unspecified)	1	1	-14	-3	1	1	0.9	4	4	5
21	N#Cc1ccc(-c2ccco2)nc1SCc1ccccc1	0.8	1.1	13	-2	1	1	1	19	0	12
22	Nc1c(Br)cc(Br)c(N2CCCC2=O)c1Br	0.8	1.1	-11	-6	1	1.1	1	15	-6	2
23	O=C(NC1CCCc2ccccc21)C1CCN(S(=O)(=O)c2ccccc2F)CC1 (stereo unspecified)	0.8	1.1	3	1	1	1	1	16	3	8
24	COC(=O)c1ccc(C2/C(=C(\O)c3cccc(OC)c3)C(=O)C(=O)N2CCCN(C)C)cc1 (stereo unspecified)	1	1.1	-18	2	1	1	1	5	4	4
25	CC(C)NCC#CCOc1ccc(Cl)cc1	1	1	-10	-4	1.1	1	1	-4	0	3
26	COc1ccc(C(=O)N(CN2CCCC2=O)c2ccc(C)cc2)cc1	1.1	1	-4	-10	1.1	1.1	1.2	-12	-5	6
27	CCNc1ccc(S(=O)(=O)N(C)C)cc1NCC(=O)Nc1ccccc1Br	0.6	1	-22	-3	0.8	1	1	36	-4	-2
28	CN(CCO)c1cc(N2CCC3(CC2)OCCO3)c2nonc2c1[N+](=O)[O-]	0.7	1.1	13	14	0.7	0.9	0.9	27	-2	6
29	C=C(C)CN(CC)Cc1c(C(=O)N(C)CCCC)nc2ccccn12	1	1	-2	0	0.9	1	0.9	4	-3	9
30	Cc1cc2c(Nc3ccccc3)ncnc2s1	1	1	-14	-4	1.1	1	1.1	4	-4	9
31	COc1cc(OC)c(C(=O)OC(C)C(=O)Nc2cccc(C(F)(F)F)c2)cc1OC (stereo unspecified)	0.9	1.1	0	-5	1	1.1	1	13	1	3
32	CC(=O)c1ccc(OCC(O)COc2ccc(C(C)=O)cc2)cc1	0.8	1	-14	-6	1	1.1	0.9	17	-8	2
33	CCOC(=O)c1cc(NC(=O)N2CCCc3ccccc32)c(C)nc1C	1	1	-6	-5	0.8	1.1	1	4	-4	8
34	Cc1ccc(-n2c([S-])c(C(=O)NC(C)c3ccccc3)[n+]3ccccc23)cc1 (stereo unspecified)	0.9	1.1	0	-5	1	1.1	1	13	0	7
35	O=S(NCc1ccco1)C12CC3CC(CC(C3)C1)C2 (stereo unspecified)	0.8	1	-2	0	2*	1	1.5	24	-3	4
36	C[C@H](N)c1nnc(SCC(=O)c2ccc(Cl)cc2)o1	0.9	1	-2	0	0.9	1	0.9	10	-10	6
37	CN(C)CCCNC(=O)c1ccc(Cl)c(S(=O)(=O)N(C)c2ccccc2)c1	1	1	-5	-8	1	1.1	1	-5	0	11
38	CC(C)(C)c1ccc(C(=O)NNC(=O)c2ccc(Cl)cc2)cc1	0.9	1	-88	-2	1	1	0.9	8	2	-5
39	CCOC(=O)C1CCCN(C2CC(=O)N(c3ccc(N4C(=O)CC(N5CCCC(C(=O)OCC)C5)C4=O)cc3)C2=O)C1 (stereo unspecified)	0.9	1	-4	3	1	1	0.9	7	-4	-1
40	Cn1c(CCN2CCCCC2)nc2cc([N+](=O)[O-])ccc21	1	1	-4	-2	1	1	0.9	3	-1	10

Quoted from above: nos. 33 to 36
no.	molecule	Diaph act CS	FLuc stim CS	TNAP inh noacc	TNAP inh hi DEA	PMI act satM6P	TNAP act hiacc	PMI activator	Diaphorase inh	HMGR II inh	G6PDH counter
33	CCOC(=O)c1cc(NC(=O)N2CCCc3ccccc32)c(C)nc1C	1	1	-6	-5	0.8	1.1	1	4	-4	8
34	Cc1ccc(-n2c([S-])c(C(=O)NC(C)c3ccccc3)[n+]3ccccc23)cc1 (stereo unspecified)	0.9	1.1	0	-5	1	1.1	1	13	0	7
35	O=S(NCc1ccco1)C12CC3CC(CC(C3)C1)C2 (stereo unspecified)	0.8	1	-2	0	2*	1	1.5	24	-3	4
36	C[C@H](N)c1nnc(SCC(=O)c2ccc(Cl)cc2)o1	0.9	1	-2	0	0.9	1	0.9	10	-10	6

Among those listed so far, four have fluorine.
no.	molecule	Diaph act CS	FLuc stim CS	TNAP inh noacc	TNAP inh hi DEA	PMI act satM6P	TNAP act hiacc	PMI activator	Diaphorase inh	HMGR II inh	G6PDH counter
11	O=C(CCN1C(=O)c2ccccc2C1=O)Nc1ccc(F)cc1F	0.9	1.1	-24	-8	1	1.1	0.9	14	-8	2
17	CNc1ccccc1C(=O)OCC(=O)c1ccc(F)cc1	0.9	0.6	-11	-3	1.4	1	1.4	10	2	8
23	O=C(NC1CCCc2ccccc21)C1CCN(S(=O)(=O)c2ccccc2F)CC1 (stereo unspecified)	0.8	1.1	3	1	1	1	1	16	3	8
31	COc1cc(OC)c(C(=O)OC(C)C(=O)Nc2cccc(C(F)(F)F)c2)cc1OC (stereo unspecified)	0.9	1.1	0	-5	1	1.1	1	13	1	3

The results go on.
no.	molecule	Diaph act CS	FLuc stim CS	TNAP inh noacc	TNAP inh hi DEA	PMI act satM6P	TNAP act hiacc	PMI activator	Diaphorase inh	HMGR II inh	G6PDH counter
41	CCCCn1nc2cc(C(=O)NC3CCc4ccccc43)ccc2c1OCC (stereo unspecified)	0.7	1	-3	-5	1	1.1	0.9	27	2	31
42	CCCCOc1ccccc1-c1cc(C(=O)O)[nH]n1	1	1	-7	-5	1.1	1	0.9	-3	-6	6
43	O=C(c1ccc2c(=O)n(Cc3ccco3)c(=S)[nH]c2c1)N1CCN(c2ccccc2)CC1	0.8	1.1	-3	2	1	1	1	19	-2	5
44	CCC(=O)Nc1ccc(C(=O)NNC(=O)c2ccc([N+](=O)[O-])cc2)cc1	0.9	1	-14	-3	1.1	1	1.1	5	-2	2
45	Cc1c(C)c2cc(Cl)c(O)c(CN3CCN(C)CC3)c2oc1=O	0.8	1	-7	-4	0.8	1	0.9	20	3	4
46	CCCCSc1ncc(C(=O)OCC)c(N)n1	0.9	0.7	-5	0	0.9	1	0.9	11	-3	6
47	CC(=O)Nc1ccc(N=Nc2c(C)[nH]n(C(N)=S)c2=O)cc1	0.7	0.7	0	18	1	0.8	1.1	32	3	-2
48	O=C(C1CC1)N1CCc2cc(S(=O)(=O)NC3CCN(Cc4ccccc4)CC3)ccc21	0.9	1	-7	-5	1	1.1	1	14	-2	4
49	O=C(Nc1ccccc1)N1CCn2c(nc3ccccc32)C1	0.9	1	-8	0	1	1	1	13	-5	2
50	CC(=O)Nc1nc(-c2cc([N+](=O)[O-])cs2)cs1	0.9	1.1	-15	-4	1.1	1	1.1	9	-5	4

Entries listed above marked active in PMI act satM6P.
| nr | SMILES | FLuc stim CS | TNAP inh noacc | TNAP inh hi DEA | PMI act satM6P | TNAP act hiacc | PMI activator | Diaphorase inh | HMGR II inh |
| --- | --- | --- | --- | --- | --- | --- | --- | --- | --- |
| 35 | O=S(NCc1ccco1)C12CC3CC(CC(C3)C1)C2 (stereo unspecified) | 1 | -2 | 0 | 2* | 1 | 1.5 | 24 | -3 |

Random draw from the library; 1.7% or so of the library scored in one or more.
